High-throughput results from PubChem BioAssay.
GAA inhib = qHTS Assay for Inhibitors of Human alpha-Glucosidase as a Potential Chaperone Treatment of Pompe Disease. Lysosomal alpha-glucosidase (Homo sapiens), P10253. purified human GAA, 4-MU-alpha-glucoside fluorescence. Potency, µM (titrated, usually from 76.9 µM), inactives show at the top dose activity change, negative = inhibition, hits mostly inhibitors. 200,000 tested, 0.005% active. AID 1466, 2008;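 further: plate controls were uninhibited enzyme wells for no effect and no-enzyme background for full effect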
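AC50 values come from Hill fits of compound titrations (up to 77 uM) against 4 nM human enzyme. Substrate 4-methylumbelliferyl-alpha-D-pyranoside at 400 uM, pH 5.0 citrate buffer, 20 min room temperature; fluorescence Ex 365/Em 440 after alkaline stop.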
KDM4E inh = qHTS Assay for Inhibitors of Human Jumonji Domain Containing 2E (JMJD2E); AID 2147, 2009; Potency, µM (top dose mostly 57.1 µM), inactives show at the highest dose activity change, negative = inhibition, hits mostly inhibitors; Lysine-specific demethylase 4E (Homo sapiens), B2RXH2; 230,000 tested, 1.6% active; JMJD2E catalytic domain, FDH-coupled NADH fluorescence (FDH is formaldehyde dehydrogenase); active means well fitted inhibition curve with a large enough effect, not every such curve was filed as active; inconclusive means small, poorly fitted or top-dose-only effect, or another doubt; inactive means no such curve, though single readings can be large or run the other way;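 further: 0% = wells with enzyme and -100% = buffer wells without enzyme; nearly all actives have a fitted effect of over 50% in size; many of its hits are not listed in these tables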
Target sequence (B2RXH2 1-337 limits assumed): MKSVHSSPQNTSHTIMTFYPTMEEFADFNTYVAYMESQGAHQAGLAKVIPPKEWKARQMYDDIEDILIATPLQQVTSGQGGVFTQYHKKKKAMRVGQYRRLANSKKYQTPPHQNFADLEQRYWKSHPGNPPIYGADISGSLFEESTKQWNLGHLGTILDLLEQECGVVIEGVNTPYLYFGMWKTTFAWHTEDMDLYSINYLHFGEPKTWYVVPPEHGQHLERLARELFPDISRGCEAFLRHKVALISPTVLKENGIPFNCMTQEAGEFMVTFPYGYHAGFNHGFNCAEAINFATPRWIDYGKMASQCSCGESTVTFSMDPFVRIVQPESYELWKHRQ
RGS12 GoLoco inh = qHTS Assay for Inhibitors of RGS12 GoLoco Motif Activity (Red Fluorophore). Potency, µM (titrated, usually from 61.6 µM), inactives show at the top dose activity, negative = inhibition, hits mostly inhibitors. Gai1:RGS12 GoLoco peptide FP, rhodamine, 10 min. 230,000 tested, 0.44% active; active means well fitted inhibition curve with a large enough effect, not every such curve was filed as active; inactive means no such curve, though single readings can be large or run the other way; further: on the % scale 0 is the no-effect control and ±100 the full control effect; nearly all actives have a fitted effect of over 30% in size; many of its hits are not listed in these tables
Target sequence (P63096 whole entry, looked up): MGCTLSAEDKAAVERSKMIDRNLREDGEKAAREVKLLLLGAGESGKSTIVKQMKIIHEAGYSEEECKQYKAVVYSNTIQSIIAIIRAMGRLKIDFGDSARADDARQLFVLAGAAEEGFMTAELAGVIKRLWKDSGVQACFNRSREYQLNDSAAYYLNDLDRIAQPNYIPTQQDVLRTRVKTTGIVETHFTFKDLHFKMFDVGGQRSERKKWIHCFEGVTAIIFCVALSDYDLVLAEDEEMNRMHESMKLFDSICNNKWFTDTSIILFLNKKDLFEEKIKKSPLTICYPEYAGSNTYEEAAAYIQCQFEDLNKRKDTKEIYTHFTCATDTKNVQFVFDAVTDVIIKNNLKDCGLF
aGlu spleen mod = qHTS Assay for Inhibitors and Activators of Human alpha-Glucosidase From Spleen Homogenate; human spleen homogenate, 4-MU-alpha-glucoside fluorescence; Potency, µM (highest dose often 79.9 µM), for the others: top-dose activity change, negative = inhibition, hits mostly inhibitors; 240,000 tested, 0.006% active;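 further: 0% = enzyme with vehicle and -100% = no enzyme basal signal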
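Human spleen homogenate (1 ug) with 4-methylumbelliferyl-alpha-D-glucopyranoside (1 mM final) in 50 mM citrate/phosphate pH 5.0, 0.01% Tween-20; 40 min at 37 C. Stopped at pH 10; 4-MU fluorescence Ex 365/Em 440 nm; AC50 by Hill fit.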
SMN2 splice up = qHTS Assay for Enhancers of SMN2 Splice Variant Expression; Potency, µM (top dose mostly 46.1 µM), for the others: at the top dose activity change, positive = activation, hits mostly activators; 210,000 tested, 2.8% active; AID 1458, 2008; HEK293 SMN2-luciferase splicing reporter, luminescence, 30-36 h; further: % of control where 0% means no effect; nearly all actives have a fitted effect of over 55% in size
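HEK293 cells carry an SMN2 minigene-luciferase reporter in which exon 7 inclusion puts luciferase in frame. Cells were seeded at 2000 cells/well, attached for 10-12 hours, then exposed to compounds for 30-36 hours at 37C before ONE-Glo luminescence.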
GAA glycogen = qHTS Assay for Inhibitors and Activators of Human alpha-Glucosidase Cleavage of Glycogen. Lysosomal alpha-glucosidase (Homo sapiens), P10253. recombinant GAA, glycogen substrate, Amplex Red glucose oxidase fluorescence. Potency, µM (series often up to 76.4 µM), inactives show at the top dose activity change, negative = inhibition, most hits filed as inhibitors. 300,000 tested, 0.38% active;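 further: 0% = full enzyme reaction and -100% = no-enzyme basal signal; the screen sought inhibitors and activators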
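Recombinant human enzyme (4 nM); glycogen substrate; 37 C, 40 min, pH 5.0. Readout: coupled glucose oxidase/Amplex Red fluorescence.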
ALDH1A1 inh = qHTS Assay for Inhibitors of Aldehyde Dehydrogenase 1 (ALDH1A1); Purified ALDH1A1, NADH fluorescence, propionaldehyde substrate; Potency, µM (doses to about 75.3 µM), inactives show top-dose activity, negative = inhibition, actives largely listed as inhibitors; 220,000 tested, 7.3% active; AID 1030, 2008; active means well fitted inhibition curve with a large enough effect, not every such curve was filed as active; inconclusive means small, poorly fitted or top-dose-only effect, or another doubt; inactive means no such curve, though single readings can be large or run the other way;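 further: plate controls were no enzyme wells and a reference inhibitor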
aGal spleen mod = qHTS Assay for Inhibitors and Activators of Human alpha-Galactosidase From Spleen Homogenate | Alpha-galactosidase A (Homo sapiens), P06280 | human spleen homogenate, 4MU-alpha-Gal fluorescence, 40 min | Potency, µM (doses to about 80 µM), inactives show top-dose activity change, negative = inhibition, hits mostly inhibitors | 240,000 tested, 0.008% active | AID 2107, 2009;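 further: 0% = enzyme with vehicle and -100% = no enzyme basal signal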
Target sequence (P06280 32-429 limits assumed): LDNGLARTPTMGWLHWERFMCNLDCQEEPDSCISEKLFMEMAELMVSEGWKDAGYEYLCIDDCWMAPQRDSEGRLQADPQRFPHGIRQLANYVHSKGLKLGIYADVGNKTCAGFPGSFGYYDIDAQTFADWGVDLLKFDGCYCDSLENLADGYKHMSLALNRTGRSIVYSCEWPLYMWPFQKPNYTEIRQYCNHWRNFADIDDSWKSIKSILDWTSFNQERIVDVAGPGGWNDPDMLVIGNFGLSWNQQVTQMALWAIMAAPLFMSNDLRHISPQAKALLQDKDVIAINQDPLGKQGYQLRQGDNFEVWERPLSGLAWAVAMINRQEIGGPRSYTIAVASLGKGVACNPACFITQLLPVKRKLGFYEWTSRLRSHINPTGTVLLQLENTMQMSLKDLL
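Human spleen homogenate (1 ug) was the enzyme source, with 4-methylumbelliferyl-alpha-D-galactopyranoside (1 mM final) in pH 5.0 citrate buffer with 0.01% Tween-20. Compounds were titrated; after 40 min at 37C, NaOH/glycine stop, 4-MU fluorescence read; AC50 from Hill fits.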
* marks the source's active call; other numbers are inactive results; u = inconclusive; x = no result given; [ ] = dose if it differs, or a comment. Unless noted, the call rests on the fitted dose curve; in most records, active means well fitted curve in the direction sought with a large enough effect; inconclusive means small, poorly fitted or top-dose-only effect, or another doubt; inactive means no such curve, though single readings can be large; an effect the other way counts as inactive or inconclusive. Potency means the concentration at half of the fitted maximal effect. This is a subset (hit frequency here may not be typical).

SMILES	GAA inhib	KDM4E inh	RGS12 GoLoco inh	aGlu spleen mod	SMN2 splice up	GAA glycogen	ALDH1A1 inh	aGal spleen mod
COc1ccc(-c2nc(-c3ccncc3)no2)cc1OC	2.0%	2.8%	9.2%	0.7%	u	9.8%	-9.4%	-3.6%
CCCCNC(=S)N1CCn2cccc2C1c1ccc(F)cc1 (stereo unspecified)	-6.0%	-1.7%	6.3%	x	-24.5%	-25.8%	0.0%	-7.3%
COc1ccccc1CNC(=O)Cn1cnc2ccccc2c1=O	-5.1%	-3.8%	-6.4%	-7.4%	6.3%	5.7%	9.7%	-1.8%
CC(=O)[C@]1(O)CCC2C3CC(C)C4=CC(=O)C=CC4(C)[C@@]3(F)C(O)C[C@]21C (stereo partly specified)	x	8.6%	-7.7%	-9.6%	5.1%	x	-3.0%	5.6%
N#Cc1c(SCC(=O)O)nc(-c2ccccc2)c2c1CCCC2	-5.9%	0.9%	x	6.9%	x	3.8%	17.8µM*	14.8%
CSc1ccccc1C(=O)NCCOc1ccccc1C	3.7%	-5.7%	2.8%	8.2%	-9.5%	25.4%	-1.2%	-1.2%
CCN(CC)CCOC(=O)c1ccc(NC(=O)CNC(=O)C2CCCCC2)cc1	-24.1%	-3.6%	6.3%	-6.4%	-7.9%	3.8%	u	-8.6%
CCCC(=O)NC(c1ccccc1Cl)c1c(O)ccc2ccccc12 (stereo unspecified)	u	u	-1.2%	-2.4%	-10.1%	9.4%	u	0.1%
CSCC[C@H](NC(=O)Nc1ccc(Oc2ccccc2)cc1)C(=O)O	-1.6%	-3.2%	1.4%	8.6%	x	8.9%	-6.0%	3.4%
CCC(=O)CCC(=O)c1ccc2ccccc2c1	-3.0%	6.0%	-0.5%	1.9%	14.1µM*	3.2%	u	3.4%
COc1cccc(C2/C(=C(/O)c3cnn(-c4ccccc4)c3C)C(=O)C(=O)N2CCN(C)C)c1OC (stereo unspecified)	-6.8%[15.4 µM]	-22.2%	5.0%	-6.7%	-18.2%	-6.7%	-6.3%	-7.8%
Cc1ccccc1CN(CC(=O)Nc1cccc([N+](=O)[O-])c1)S(=O)(=O)c1ccc(Cl)cc1	-5.4%	2.1%	-5.0%	-10.3%	-68.6%[inhibitor]	9.5%	-9.9%	-13.4%
Cc1ccc(NC(=S)N2CCN(C3CCCCC3)CC2)cc1	2.6%	1.1%	2.1%	-3.9%	5.1%	9.1%	6.7%	-2.4%
O=C(O)c1ccc(COc2ccccc2/C=C2\NC(=O)N(Cc3ccccc3F)C2=O)cc1	-3.0%	2.4%	8.1%	2.1%	11.1%	11.9%	u	-3.6%
O=C(COC(=O)CNC(=O)C12CC3CC(CC(C3)C1)C2)NC1CCS(=O)(=O)C1 (stereo unspecified)	-11.8%	6.6%	3.1%	3.3%	-28.1%	-4.8%	1.7%	1.0%
COc1ccc(CC(=O)NC(C)c2nnc(SCC(=O)c3ccc(Br)cc3)n2C)cc1 (stereo unspecified)	u	-5.6%	-9.3%	-0.6%	-17.8%	15.7%	u	3.1%
Cc1csc(NC(=O)c2cnccn2)n1	u	u	-11.4%	4.4%	0.0%	2.1%	-9.0%	14.9%
NC(=O)C1CCN(CCC(=O)Nc2ccc3c(c2)CCC3)CC1	1.2%	1.3%	-3.4%	-12.3%	u	4.5%	0.6%	0.3%
Cc1nnc(NC(=O)c2cccc(NC(=O)C(C)C)c2)s1	-8.5%	-2.0%	-2.6%	2.0%	5.9%	8.7%	2.5%	-11.3%
CN(C)c1cccc(NC(=O)c2ccco2)c1	0.6%	1.4%	-0.9%	11.2%	25.6%	-22.3%	14.7%	-1.8%
CCOC(=O)C1CCN(c2c(NCCCN(C)C3CCCCC3)c(=O)c2=O)CC1	-0.3%	-7.7%	-0.5%	-0.5%	16.6%	1.6%	9.3%	5.8%
COc1ccccc1NC(=O)c1c(N=Cc2cccc([N+](=O)[O-])c2)cnn1C	x	-0.9%	13.2%	-3.1%	x	-2.9%	x	4.2%
CCOc1ccc(C(O)c2nccn2C)cc1 (stereo unspecified)	8.5%	-1.2%	-2.4%	-3.8%	7.8%	4.4%	0.9%	5.8%
COc1cc(O)c(C(C)=O)c(CC(=O)O)c1	x	25.1µM*	3.3%	-11.6%	x	-24.5%	x	2.7%
Cc1noc(NS(=O)(=O)c2ccc(NC(=O)Nc3ccc(Cl)c(Cl)c3)cc2)c1C	-9.5%	4.0%	18.1%	-6.1%	7.0%	0.2%	1.2%	-8.9%
O=C(NCc1ccc(F)cc1)C(=O)NCC1OCCN1C(=O)c1ccc(Cl)cc1 (stereo unspecified)	0.3%	-0.6%	0.6%	-2.2%	-24.7%	3.9%	4.8%	2.5%
COc1ccc(C(=O)N/C(=C/c2cccs2)C(=O)NC(C)(C)C)cc1OC	6.9%	1.3%	-2.8%	2.0%	x	19.4%	4.5%	-2.4%
COc1cccc(-c2noc(N)c2C#N)c1	-3.1%	5.5%	105.5%[activator]	0.1%	22.6%	4.3%	-12.2%	3.5%
CCCCCC1(C(=O)OCC)CC(CSC(=N)N)OC1=O (stereo unspecified)	11.6%	1.7%	9.4%	7.7%	x	-1.8%	-9.9%	-0.6%
Cc1cccc(-n2cc(CN3CCCN(C=O)CC3)c(-c3cccc(F)c3)n2)c1	u	-4.6%	8.1%	4.4%	x	-1.4%	10µM*	3.9%

Quoted at random: two compounds from above, in no set order.
SMILES	GAA inhib	KDM4E inh	RGS12 GoLoco inh	aGlu spleen mod	SMN2 splice up	GAA glycogen	ALDH1A1 inh	aGal spleen mod
CC(=O)[C@]1(O)CCC2C3CC(C)C4=CC(=O)C=CC4(C)[C@@]3(F)C(O)C[C@]21C (stereo partly specified)	x	8.6%	-7.7%	-9.6%	5.1%	x	-3.0%	5.6%
CCN(CC)CCOC(=O)c1ccc(NC(=O)CNC(=O)C2CCCCC2)cc1	-24.1%	-3.6%	6.3%	-6.4%	-7.9%	3.8%	u	-8.6%

Next section:
SMILES	GAA inhib	KDM4E inh	RGS12 GoLoco inh	aGlu spleen mod	SMN2 splice up	GAA glycogen	ALDH1A1 inh	aGal spleen mod
CCn1c(=O)cc(SCC(=O)Nc2ccc3c(c2)OCO3)c2ccccc21	1.5%	41.1%[activator]	4.8%	-2.8%	18.4%	3.7%	u	-15.6%
CSc1nnc(Cn2c(=O)sc3ccccc32)n1CCc1ccccc1	5.5%	-0.3%	6.5%	4.2%	-6.5%	9.2%	-0.3%	2.4%
Cc1cccc(CCNC(=O)CCc2nc(-c3ccccc3F)no2)c1	-4.5%	3.3%	7.0%	-3.8%	-48.1%[inhibitor]	-9.9%	-9.7%	1.9%
CC1CCN(CCC(=O)Nc2ccc(Cl)cc2)CC1	u	1.5%	6.8%	3.2%	x	-18.2%	10.1%	-11.5%
CN(C)CCCN(Cc1ccc2c(c1)OCO2)C(=O)NC1CCCCC1	u	-6.8%	6.4%	-14.3%	x	1.7%	3.9%	5.6%
NC(=O)NOCc1c(F)cccc1Cl	x	4.3%	-4.0%	-2.9%	x	-7.7%	-0.3%	-4.8%
COC(=O)Cc1[nH]c(Cl)nc1C(N)=O	x	3.7%	3.0%	-0.7%	x	1.9%	x	7.2%
O=C(Nc1nnc(SCc2cccc3ccccc23)s1)C1COc2ccccc2O1 (stereo unspecified)	-1.0%	4.1%	6.5%	-18.3%	5.2%	-12.6%	-4.5%	1.7%
O=C(CSc1nnc(-c2cccnc2)o1)Nc1ccccn1	-2.4%	-0.2%	4.2%	-3.8%	12.6µM*	5.5%	6.9%	-9.5%
Cc1oc(/C=N/NS(=O)(=O)c2ccccc2)cc1Br	3.3%	2.9%	0.4%	2.9%	-32.0%[inhibitor]	-6.7%	u	4.7%
COc1ccc(C(=O)C[n+]2cccc(Br)c2)cc1	x	-0.5%	9.6%	-0.1%	x	-2.0%	x	-3.9%
COc1ccccc1Nc1ncnc2c1oc1ccccc12	-11.2%	u	-1.4%	-9.9%	-1.7%	6.2%	u	6.5%
O=C(Nc1ccc(N2CCN(C(=O)c3ccco3)CC2)cc1)c1cccc(F)c1	2.4%	-2.7%	x	-7.2%	x	-6.6%	-12.1%	0.6%
CCOC(=O)C(C)n1nc(C)c2sc3ccccc3c2c1=O (stereo unspecified)	-6.1%	u	79.1%	-2.6%	15.9%	3.7%	u	-13.0%
Cc1ccc2nc(-c3ccncc3)cc(C(=O)Nc3ccc4c(c3)OCCO4)c2c1	4.0%	4.4%	45.7%[activator]	-0.1%	-6.6%	22.8%	-5.9%	1.0%
CC1CC(C)CN(C(=O)CSc2nnc(-c3ccc(Cl)cc3)o2)C1 (stereo unspecified)	-5.5%	-2.6%	4.7%	2.4%	-4.4%	6.2%	0.9%	0.1%
CCN(C(=O)c1ccnc(C(C)(C)C)c1)c1ccccc1	-0.9%	7.0%	-1.1%	4.1%	-3.2%	-6.8%	u	-1.7%

Compound profiles, as listed above.
CCn1c(=O)cc(SCC(=O)Nc2ccc3c(c2)OCO3)c2ccccc21 is listed as GAA inhib: 1.5%; KDM4E inh: 41.1%[activator]; RGS12 GoLoco inh: 4.8%; aGlu spleen mod: -2.8%; SMN2 splice up: 18.4%; GAA glycogen: 3.7%; ALDH1A1 inh: u; aGal spleen mod: -15.6%
CSc1nnc(Cn2c(=O)sc3ccccc32)n1CCc1ccccc1 is listed as GAA inhib: 5.5%; KDM4E inh: -0.3%; RGS12 GoLoco inh: 6.5%; aGlu spleen mod: 4.2%; SMN2 splice up: -6.5%; GAA glycogen: 9.2%; ALDH1A1 inh: -0.3%; aGal spleen mod: 2.4%
